DENV2 CPE – DENV2-induced cell death inhibition; CPE inhibition, % at 9.99 µM; DENV2-infected cells, cytopathic effect rescue, plate reader; 350,000 tested, 1.7% active; AID 651640; in the data active = CPE inhibition above about 20%, passing the limit was not always enough; inconclusive = no clear call, values can overlap the other calls; tested in BHK-21 cells;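 also: 0% = median of neutral control wells and 100% = median of positive control wells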
ERp5 inh – ERp5 (human) disulfide isomerase inhibition; Q15084; ERp5 insulin aggregation, absorbance 650 nm, 90 min; inhibition, % at 9.99 µM; 350,000 tested, 0.05% active; AID 651711;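 active = mean replicate inhibition above about 25%, with every replicate also reaching it, limit read from the data, passing the limit was not always enough; inconclusive = only one of those two criteria met; inactive = neither criterion met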
Target sequence (Q15084 whole entry, looked up): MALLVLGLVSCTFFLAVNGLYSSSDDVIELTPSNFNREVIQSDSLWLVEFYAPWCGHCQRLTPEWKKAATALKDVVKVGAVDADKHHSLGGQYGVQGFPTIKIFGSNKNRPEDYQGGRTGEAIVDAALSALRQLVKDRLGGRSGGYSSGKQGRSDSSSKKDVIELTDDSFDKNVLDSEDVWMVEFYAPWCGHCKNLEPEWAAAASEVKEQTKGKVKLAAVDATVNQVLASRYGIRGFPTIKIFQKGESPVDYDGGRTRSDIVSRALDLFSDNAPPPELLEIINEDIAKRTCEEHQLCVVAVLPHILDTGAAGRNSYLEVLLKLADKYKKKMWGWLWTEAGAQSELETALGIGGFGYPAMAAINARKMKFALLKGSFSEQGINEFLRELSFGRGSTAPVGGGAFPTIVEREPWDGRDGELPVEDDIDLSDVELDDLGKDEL
E-sel inducer – E-selectin induction on HUVECs | activation, % at 7.58 µM | AID 686992 | HUVEC E-selectin immunofluorescence imaging; normalized: neutral wells 0, TNF-alpha wells 100 | P16581 | 260,000 tested, 0.37% active;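 active = mean E-selectin-positive cell signal at least 10% of the positive control, reached in at least 60% of replicates, without over 20% cell loss; inconclusive = no rule given, readout overlaps actives, possibly toxicity-flagged; inactive = the rest, including those meeting only one limit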;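 also: in these data hits start at about 27%; measured in HUVEC primary endothelial cells; signal is the percent of cells scored E-selectin positive by PE staining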
Target sequence (P16581 whole entry, looked up): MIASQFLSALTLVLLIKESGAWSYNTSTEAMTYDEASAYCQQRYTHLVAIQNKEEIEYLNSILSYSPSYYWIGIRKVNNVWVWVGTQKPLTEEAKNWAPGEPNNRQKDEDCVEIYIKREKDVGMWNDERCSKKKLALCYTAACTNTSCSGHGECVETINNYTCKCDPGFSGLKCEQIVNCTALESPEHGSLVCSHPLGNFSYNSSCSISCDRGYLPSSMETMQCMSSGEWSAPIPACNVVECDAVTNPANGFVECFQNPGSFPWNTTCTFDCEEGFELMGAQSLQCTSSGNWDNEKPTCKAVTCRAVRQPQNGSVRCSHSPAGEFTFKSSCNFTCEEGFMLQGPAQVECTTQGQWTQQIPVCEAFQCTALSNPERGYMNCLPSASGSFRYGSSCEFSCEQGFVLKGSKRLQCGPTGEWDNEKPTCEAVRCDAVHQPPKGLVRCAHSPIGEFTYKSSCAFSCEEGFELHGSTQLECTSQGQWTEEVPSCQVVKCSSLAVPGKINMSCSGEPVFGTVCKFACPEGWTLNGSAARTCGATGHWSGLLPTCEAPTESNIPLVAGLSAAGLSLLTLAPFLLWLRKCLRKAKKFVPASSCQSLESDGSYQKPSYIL
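assay system = HUVEC, human umbilical vein endothelial cells | input = 3,000 HUVEC seeded per well | medium = EGM-2 growth medium on 0.1% gelatin-coated wells | dosing = one compound dose added by pin transfer | signal = immunofluorescence imaging | read-out basis = % PE-positive cells | control set = TNF-alpha, DMSO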
SIRT5 block – blocks human SIRT5 desuccinylation of peptide. Q9NXA8. Purified SirT5, succinyl-peptide AMC, trypsin-coupled fluorescence. inhibition, % at 15 µM. 330,000 tested, 1.1% active; in the data active = inhibition above about 15%; inconclusive = no clear call, values can overlap the other calls
S100A4 inh HTS – inhibitors of human S100A4 binding to myosin IIA peptide; P26447; S100A4/TAMRA-MyoIIA peptide fluorescence polarization; inhibition, % at 10.7 µM; 360,000 tested, 0.14% active; AID 652163;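 active = mean inhibition of at least 70% across replicates, with every replicate also reaching that level; inconclusive = mean inhibition reaches 70% but some replicates fall short; inactive = mean inhibition below 70%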
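System – human S100A4 monomer protein, biochemical binding assay · Buffer or medium – Calcium-containing HEPES buffer, pH 7.2 · Timing – 5 min between mix addition and reading · Also added – TAMRA-labelled myosin IIA heavy-chain peptide probe, 5 nM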
PglD DTNB – PglD (C. jejuni) enzyme inhibition | purified PglD enzyme, DTNB colorimetric CoA detection | inhibition, % at 12.5 µM | 360,000 tested, 0.098% active; in the data active = inhibition above about 16%, passing the limit was not always enough; inconclusive = no clear call, values can overlap the other calls; also: strong numbers were not always called active
C2C12 statin – suppressors of simvastatin-induced myotoxicity in C2C12 myotubes; ATP luminescence, 48 h; scaled: DMSO 0, geranylgeraniol control 100; AID 602340; 330,000 tested, 0.78% active; rescue of ATP level, % at 7.49 µM;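 active = mean ATP rescue above about 67%, or every replicate alone reaching that limit, limit read from the data, passing the limit was not always enough; inconclusive = no clear call, values can overlap the other calls; inactive = mean under the limit and some replicate under it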;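 also: myotubes were challenged with 10 µM simvastatin during compound exposure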
* hit, by the source's call; & = joins results of further samples.

For Cc1cc(C(=O)Nc2cccc([N+](=O)[O-])c2)c(C)o1 the results were DENV2 CPE -15, ERp5 inh 1, E-sel inducer -1.7, SIRT5 block 1, S100A4 inh HTS -2 and PglD DTNB -2.
`CCOC(=O)CN1C(=O)N[C@@H](c2cccc(C(F)(F)F)c2)[C@@H](C(=O)OC)[C@H]1C` gave DENV2 CPE -6, ERp5 inh 0, E-sel inducer -0.1, SIRT5 block -2, S100A4 inh HTS 3, PglD DTNB -10 and C2C12 statin 0.
`C[C@@H]1C(c2ccccc2)=NN(c2ccc(Br)cc2)[C@H]1C(=O)N1CCOC1=O` gave DENV2 CPE 0, ERp5 inh -4, SIRT5 block -2, S100A4 inh HTS -10, PglD DTNB -5 and C2C12 statin 20.
O=C(CNC(=O)c1ccccc1F)OCCCOC(=O)CNC(=O)c1ccccc1F was read as DENV2 CPE -1, ERp5 inh 1, E-sel inducer -0.7, SIRT5 block 0, S100A4 inh HTS 8 and C2C12 statin 8.
For Cc1ccc(NS(=O)(=O)c2ccc(Br)cc2)nc1 the results were DENV2 CPE inconclusive, ERp5 inh 4, SIRT5 block -1, S100A4 inh HTS 1 and PglD DTNB 5.
CCc1ccc(C2CC(c3ccccc3C)n3nc(N)nc3N2)cc1 (centres undefined) was read as DENV2 CPE -12, ERp5 inh -6, E-sel inducer -0.1, SIRT5 block -1, S100A4 inh HTS -4, PglD DTNB 2 and C2C12 statin 10.
For C[C@H]1CCCCO[C@@H](CN(C)C(=O)Nc2ccc3c(c2)OCO3)[C@@H](C)CN([C@@H](C)CO)C(=O)c2cc(NC(=O)c3ccncc3)ccc2O1 the results were DENV2 CPE 2, ERp5 inh 1, E-sel inducer 0.0, SIRT5 block -9, S100A4 inh HTS 3 and PglD DTNB -2.
`CCCS(=O)(=O)N1CCN(C(=O)COc2ccccc2)CC1` gave E-sel inducer 1.1, PglD DTNB 0 and C2C12 statin 2.
For CN(C)CC#Cc1ccc([C@H]2[C@H](CO)N3CCCCN(C(=O)C4CCC4)C[C@@H]23)cc1 the results were DENV2 CPE 4, ERp5 inh 1, E-sel inducer -0.2, SIRT5 block -2, S100A4 inh HTS -9, PglD DTNB -4 and C2C12 statin 5.
For C[C@H](CO)N1C[C@H](C)[C@@H](CN(C)C(=O)Nc2ccc3c(c2)OCO3)Oc2ccc(NC(=O)Nc3ccc(F)cc3)cc2C1=O the results were DENV2 CPE 12, ERp5 inh -6, E-sel inducer -0.5, SIRT5 block -9, S100A4 inh HTS -1 and C2C12 statin -15.
Cc1ccc(C)c2[nH]c(=O)c(CCNC(=O)c3cc4ccccc4o3)cc12 was read as DENV2 CPE -2, ERp5 inh -1, E-sel inducer 0.2, SIRT5 block 0, S100A4 inh HTS -1, PglD DTNB 2 and C2C12 statin -27.
`CCc1cc2c(=O)c(-c3ccc4c(c3)OCO4)coc2c(CN(C)C)c1O` gave DENV2 CPE -4, ERp5 inh 1, E-sel inducer 0.1, SIRT5 block -5, S100A4 inh HTS -2, PglD DTNB 11 and C2C12 statin 5.
Screening CN(C)C(=O)C[C@@H]1CC[C@H]2[C@@H](COc3ccc(NC(=O)C4CCOCC4)cc3C(=O)N2C)O1 returned DENV2 CPE 5, ERp5 inh 5, E-sel inducer -0.1, SIRT5 block -2, S100A4 inh HTS -2, PglD DTNB -1 and C2C12 statin -9.
Screening CCCCCCCCCCCCCCCC[n+]1ccccc1 returned DENV2 CPE inconclusive, ERp5 inh 7&2&7, E-sel inducer inconclusive, SIRT5 block 6&13&8, S100A4 inh HTS -12&-1&-6, PglD DTNB 5&-3&0 and C2C12 statin -61&-111&-65.
`COCCN1C(=O)N[C@@H](c2cccs2)C(C(C)=O)=C1C` gave DENV2 CPE 7, ERp5 inh 3, E-sel inducer 0.1, S100A4 inh HTS -5, PglD DTNB 2 and C2C12 statin -9.
For CC(=O)Nc1ccc(NC(=O)c2cc(S(=O)(=O)N3CCCCC3)ccc2N2CCOCC2)cc1 the results were DENV2 CPE 0, ERp5 inh -3, SIRT5 block -3, S100A4 inh HTS -3, PglD DTNB -2 and C2C12 statin 0.
Screening OC[C@@H]1[C@H](c2ccc(C#Cc3cccnc3)cc2)[C@H]2CN(Cc3ccccc3F)CCCCN12 returned DENV2 CPE -24, ERp5 inh -2, E-sel inducer -0.7, SIRT5 block -1, S100A4 inh HTS 1, PglD DTNB -4 and C2C12 statin 8.
`CCCCN(C(=O)NC(=O)Nc1ccccc1C)S(C)(=O)=O` gave E-sel inducer 0.1, PglD DTNB 2 and C2C12 statin 1.
`COCc1[nH]nc2c1C(c1cccc(C(F)(F)F)c1)N(c1ccc(OC)cc1)C2=O` (centres undefined) gave DENV2 CPE 8, ERp5 inh 10, E-sel inducer -0.3, SIRT5 block 0 and S100A4 inh HTS -1.
Screening CCCN=C1N(C)C[C@@H]2[C@@H]3C(=O)N(C)C(=O)[C@@H]3[C@](C)(C(=O)OC)N12 returned DENV2 CPE 9, ERp5 inh 0, E-sel inducer 2.3, SIRT5 block -25, S100A4 inh HTS 7, PglD DTNB 2 and C2C12 statin 4.
`O=C(Cc1ccccn1)N[C@@H]1CC[C@H](CC(=O)N2CCCCC2)O[C@@H]1CO` gave DENV2 CPE 3, ERp5 inh 0, E-sel inducer -0.3, SIRT5 block 7, S100A4 inh HTS 5, PglD DTNB 4 and C2C12 statin -2.
CO[C@H]1CN(C)C(=O)c2ccc(NC(=O)c3ccno3)cc2OC[C@H](C)N(S(C)(=O)=O)C[C@@H]1C was read as DENV2 CPE 19, E-sel inducer 0.3, SIRT5 block 11 and S100A4 inh HTS -6.
`Cc1cccc(C)c1NC(=O)C(c1cccc2ccccc12)n1c(=O)c(-c2ccco2)nc2ccccc21` (centres undefined) gave DENV2 CPE -9, ERp5 inh -4, E-sel inducer 1.2, SIRT5 block 1 and S100A4 inh HTS -6.
For COc1ccccc1NC(=O)N1CC(=O)N2[C@H](CO)[C@@H](c3ccc(C#Cc4ccccc4)cc3)[C@@H]2C1 the results were DENV2 CPE 2, ERp5 inh 14, E-sel inducer -0.6, SIRT5 block 3 and S100A4 inh HTS -9.
For Cc1cc(NS(=O)(=O)c2ccc(NC(=O)/C=C/c3ccccc3)cc2)no1 the results were DENV2 CPE 3, ERp5 inh 2, E-sel inducer 0.1, SIRT5 block 2, S100A4 inh HTS 31, PglD DTNB -2 and C2C12 statin 15.
O=C(NC(=S)Nc1ccccn1)c1cccc([N+](=O)[O-])c1 was read as DENV2 CPE -5, ERp5 inh 2, E-sel inducer 1.6, SIRT5 block -5, S100A4 inh HTS -2 and PglD DTNB 7.
Screening CCc1cccc2c(C(=O)CN3C(=O)NC(C)(c4cccc5ccccc45)C3=O)c[nH]c12 (centres undefined) returned DENV2 CPE 0, ERp5 inh 1, E-sel inducer 1.1, SIRT5 block -1, S100A4 inh HTS -6 and C2C12 statin -5.
CC(=O)NC[C@H]1[C@@H](c2ccc(C3=CCCCC3)cc2)[C@@H](CO)N1C(=O)NC(C)C was read as DENV2 CPE 55*, E-sel inducer 0.0, PglD DTNB -2 and C2C12 statin -10.
For CCOc1ccc(C(=O)COC(=O)c2cc(=O)[nH]c3ccccc23)cc1 the results were DENV2 CPE -7, ERp5 inh 2, SIRT5 block -2 and S100A4 inh HTS -1.
Screening CCN(CCCNC(=O)CCC(=O)N1CCOc2ccccc21)Cc1ccccc1 returned DENV2 CPE -2, ERp5 inh 2, E-sel inducer 0.0, SIRT5 block -2, S100A4 inh HTS 3, PglD DTNB 3 and C2C12 statin 0.
Screening Cc1cc(C)cc(-n2nnn(C3C/C(=N/NC(N)=S)C4OCC3O4)c2=S)c1 (centres undefined) returned DENV2 CPE -8, ERp5 inh 2, SIRT5 block -4, S100A4 inh HTS 0, PglD DTNB 1 and C2C12 statin 4.
Screening C[C@@H]1CCCCO[C@H](CN(C)C(=O)Nc2ccc(F)cc2)[C@H](C)CN([C@@H](C)CO)C(=O)c2cc(NC(=O)c3ccccc3)ccc2O1 returned DENV2 CPE 5, ERp5 inh 1, E-sel inducer -0.1, SIRT5 block -6, S100A4 inh HTS -13 and PglD DTNB 4.
CN(c1ccc(Br)cc1)S(=O)(=O)c1ccc2[nH]cc(C(=O)NCCN3CCOCC3)c(=O)c2c1 was read as DENV2 CPE 16, SIRT5 block -3, S100A4 inh HTS 0, PglD DTNB 7 and C2C12 statin 7.
Screening O=C(/C=C/c1ccc(OCCCF)cc1)Nc1ccnc(-c2cccnc2)n1 returned DENV2 CPE 2, ERp5 inh -2, SIRT5 block -4, S100A4 inh HTS 9, PglD DTNB 3 and C2C12 statin -9.
`O=C(C1CCN(Cc2cn[nH]c2-c2ccc(F)cc2F)CC1)N1CCOCC1` gave DENV2 CPE 11, ERp5 inh 6, SIRT5 block 3 and S100A4 inh HTS -3.
COc1cc(/C=N/NC(=O)C2=NNC(=O)C2C)ccc1O (centres undefined) was read as DENV2 CPE -2, ERp5 inh -6, E-sel inducer -0.5, SIRT5 block 5, S100A4 inh HTS -2 and C2C12 statin 5.
CC[C@]12c3[nH]c4cc(CCC(=O)N(C)C)ccc4c3CCN1C(=O)[C@@H](CC(=O)NCC13CC4CC(CC(C4)C1)C3)C[C@@H]2C(=O)N1CCN(C(=O)c2ccco2)CC1 was read as ERp5 inh 2, E-sel inducer 0.9, SIRT5 block 3, S100A4 inh HTS 0, PglD DTNB -1 and C2C12 statin -7.
For O=C(c1ccco1)N1CCN(C(=S)Nc2ccc(F)cc2)CC1 the results were DENV2 CPE 2, ERp5 inh 5, E-sel inducer -0.3, SIRT5 block 0, S100A4 inh HTS -3, PglD DTNB 2 and C2C12 statin -2.
For CC(C)NC(=O)Nc1nnc([C@H]2C[C@H](O)[C@@H](CO)O2)s1 the results were DENV2 CPE -6, ERp5 inh -4, SIRT5 block -6, S100A4 inh HTS 3, PglD DTNB -5 and C2C12 statin 9.
CCCCN=C1NN=C(c2ccc(C)c(C)c2)CS1 was read as DENV2 CPE 13, ERp5 inh 1, E-sel inducer -1.2, SIRT5 block -7 and S100A4 inh HTS -17.
Cc1cccc(N=C2NC(=O)S/C2=C\c2ccco2)c1 was read as DENV2 CPE -3, ERp5 inh 3, SIRT5 block 0 and S100A4 inh HTS -1.
`COc1ccc(NC(=O)Nc2ccc3c(c2)C(=O)N([C@H](C)CO)C[C@H](C)[C@H](CN(C)C(=O)Cc2ccccc2)OCCCC[C@@H](C)O3)cc1` gave DENV2 CPE -2, ERp5 inh -1, E-sel inducer -0.1, SIRT5 block -5, S100A4 inh HTS 17 and PglD DTNB 0.
For CN(Cc1ccccc1)C(=O)CN1C(=O)c2ccc([N+](=O)[O-])cc2C1=O the results were DENV2 CPE -4, ERp5 inh 0, E-sel inducer 11, SIRT5 block -3, S100A4 inh HTS -9, PglD DTNB 4 and C2C12 statin -15.
Screening COc1cccc(/C=C/C(=O)OCC(=O)N2CCN(c3ccccc3)CC2)c1 returned DENV2 CPE 16, ERp5 inh -7, E-sel inducer -0.4, SIRT5 block -4, S100A4 inh HTS -6, PglD DTNB 3 and C2C12 statin 7.
CN(C)c1cccc(C(=O)NCc2ccccc2Cl)c1 was read as DENV2 CPE -4, ERp5 inh -1, SIRT5 block -2 and S100A4 inh HTS 5.

Quoted at random: two records from the list, in no set order.
For CN(Cc1ccccc1)C(=O)CN1C(=O)c2ccc([N+](=O)[O-])cc2C1=O the results were DENV2 CPE -4, ERp5 inh 0, E-sel inducer 11, SIRT5 block -3, S100A4 inh HTS -9, PglD DTNB 4 and C2C12 statin -15.
Screening COc1cccc(/C=C/C(=O)OCC(=O)N2CCN(c3ccccc3)CC2)c1 returned DENV2 CPE 16, ERp5 inh -7, E-sel inducer -0.4, SIRT5 block -4, S100A4 inh HTS -6, PglD DTNB 3 and C2C12 statin 7.

Compound activity from PubChem BioAssay.

The list is partial; rates above refer to the full screens.
